Compound activity as filed in PubChem.
ALOX12 inh – ALOX12 (human) lipoxygenase inhibition; 1.1% of 580,000 active; purified 12hLO, xylenol orange hydroperoxide absorbance; P18054; Potency, µM (series often up to 108 µM), for the others: at the top dose activity change, negative = inhibition, actives largely listed as inhibitors; active means well fitted inhibition curve with a large enough effect; inconclusive means small, poorly fitted or top-dose-only effect, or another doubt; inactive means no such curve, though single readings can be large or run the other way
Target sequence (P18054 whole entry, looked up): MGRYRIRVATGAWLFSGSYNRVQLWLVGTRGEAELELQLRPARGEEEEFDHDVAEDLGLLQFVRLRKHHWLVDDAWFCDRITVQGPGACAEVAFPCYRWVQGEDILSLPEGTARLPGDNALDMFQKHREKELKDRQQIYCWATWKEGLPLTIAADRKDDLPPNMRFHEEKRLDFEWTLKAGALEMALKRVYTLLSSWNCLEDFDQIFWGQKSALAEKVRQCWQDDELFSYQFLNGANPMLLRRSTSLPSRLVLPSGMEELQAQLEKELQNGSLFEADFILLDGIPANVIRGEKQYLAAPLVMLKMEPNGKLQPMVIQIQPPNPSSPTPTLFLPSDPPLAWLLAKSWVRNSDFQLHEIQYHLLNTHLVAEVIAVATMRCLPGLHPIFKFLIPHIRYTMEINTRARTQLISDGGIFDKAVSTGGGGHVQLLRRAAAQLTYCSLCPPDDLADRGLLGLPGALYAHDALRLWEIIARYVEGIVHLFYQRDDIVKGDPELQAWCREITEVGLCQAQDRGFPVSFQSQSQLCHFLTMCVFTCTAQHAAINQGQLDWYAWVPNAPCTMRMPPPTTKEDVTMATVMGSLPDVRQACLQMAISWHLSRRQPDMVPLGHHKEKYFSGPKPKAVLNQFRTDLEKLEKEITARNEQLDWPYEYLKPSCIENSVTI
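Hydroperoxide product was detected by ferrous iron/xylenol orange as the 573 to 405 nm absorbance ratio. Arachidonic acid at 40 uM (final) was turned over for 30 min at room temperature by 150 nM human 12hLO, pH 7.0 Hepes buffer, after 15 min compound preincubation.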
Active calls of the source: *; ? = inconclusive; & = joins results of further samples; [ ] = dose if it differs, or a comment. On the % scale 0 is the no-effect control and ±100 the full control effect; potency means the concentration at half of the fitted maximal effect. An excerpt, so the mix of outcomes need not match the whole.

Preview:
SMILES | ALOX12 inh
O=C(O)C1CCc2nnc(C3CCCN(C(=O)c4ccccc4)C3)n21 (stereo not drawn) | ?
O=C(CCC1CCCN(Cc2cccn2-c2ccccn2)C1)Nc1ccccc1F (stereo not drawn) | 20%
Cc1[nH]c2ccccc2c1C(=O)COC(=O)CCC(C)C | -15%
O=C1NCCCCCCN(C(=O)c2cc(C3CC3)[nH]n2)[C@H]2CCCC[C@@H]12 | 45%
NC(=O)CC1CCCCN1C(=O)CCc1ncc(-c2ccccc2)o1 (stereo not drawn) | 0%
CO[C@@]1(C)C[C@@H](O)C12CCN(C(=O)CN1CCc3ccccc3C1)CC2 | 7%
CC1CN(c2cccc(Cl)c2)C(=O)CN1C(=O)c1ccc2n[nH]nc2c1 (stereo not drawn) | 92%[activator]
COc1ccccc1CNc1nc(-c2ccc3c(c2)OCO3)nc2ccccc12 | ?
O=C(/C=C/c1ccccc1)NNC(=S)NCc1ccccc1 | ?
CCCCCCCCCCS(=O)(=O)N/N=C/c1cccc([N+](=O)[O-])c1 | ?
Cc1ccc(CNC(=O)C(C)C2CCOCC2)cc1 (stereo not drawn) | 3%
COc1ccc(OC2CN(Cc3ccccc3)C2)cc1 | 11%[12.5 µM]
OCCCC1CCCN1 (stereo not drawn) | 14%
O=C(COCc1cc(-c2cccs2)on1)NCCN1CCCCCC1 | -25%
COc1cccc(C(=O)N2CCC(N3C[C@H](O)C[C@H]3C(=O)NCc3ccccc3F)CC2)c1 | 13%

This part in full, from the first entry:
SMILES | ALOX12 inh
O=C(O)C1CCc2nnc(C3CCCN(C(=O)c4ccccc4)C3)n21 (stereo not drawn) | ?
O=C(CCC1CCCN(Cc2cccn2-c2ccccn2)C1)Nc1ccccc1F (stereo not drawn) | 20%
Cc1[nH]c2ccccc2c1C(=O)COC(=O)CCC(C)C | -15%
O=C1NCCCCCCN(C(=O)c2cc(C3CC3)[nH]n2)[C@H]2CCCC[C@@H]12 | 45%
NC(=O)CC1CCCCN1C(=O)CCc1ncc(-c2ccccc2)o1 (stereo not drawn) | 0%
CO[C@@]1(C)C[C@@H](O)C12CCN(C(=O)CN1CCc3ccccc3C1)CC2 | 7%
CC1CN(c2cccc(Cl)c2)C(=O)CN1C(=O)c1ccc2n[nH]nc2c1 (stereo not drawn) | 92%[activator]
COc1ccccc1CNc1nc(-c2ccc3c(c2)OCO3)nc2ccccc12 | ?
O=C(/C=C/c1ccccc1)NNC(=S)NCc1ccccc1 | ?
CCCCCCCCCCS(=O)(=O)N/N=C/c1cccc([N+](=O)[O-])c1 | ?
Cc1ccc(CNC(=O)C(C)C2CCOCC2)cc1 (stereo not drawn) | 3%
COc1ccc(OC2CN(Cc3ccccc3)C2)cc1 | 11%[12.5 µM]
OCCCC1CCCN1 (stereo not drawn) | 14%
O=C(COCc1cc(-c2cccs2)on1)NCCN1CCCCCC1 | -25%
COc1cccc(C(=O)N2CCC(N3C[C@H](O)C[C@H]3C(=O)NCc3ccccc3F)CC2)c1 | 13%
CC(C)(C)NC(=O)C(c1ccc(-c2ccccc2)cc1)n1c(=O)c(-c2ccco2)nc2ccccc21 (stereo not drawn) | 40µM*
CN(CC1CCN(CCc2cccc(F)c2)CC1)C(=O)c1cn2cccnc2n1 | 28%
O=C(Nc1cccc(F)c1)N1CCC2(CC1)CCN(C(=O)c1cnccn1)CC2 | -5%[57.4 µM]
Cc1cc(-c2cc3c(cn2)CN(Cc2cccs2)CCN3)ccn1 | 16%[176 µM]
CCC(=O)Nc1ccc2c(c1)nc(CCn1ccnc1C)n2C | ?
CC(C)[C@@H](C)/C=C/[C@@H](C)[C@H]1CC[C@@H]2[C@]1(C)CCC1[C@]23C=C[C@]2(C[C@@H](O)CC[C@]12C)N(c1cnccn1)O3 (stereo partly drawn) | -31%
O=C(Nc1cccc(Cl)c1)N1CC(n2cc(COc3ccccc3)nn2)C1 | 5%
Cn1cnc(C(=O)N2CCCCCCn3c(nnc3-c3ccc(F)cc3)CC2)c1 | ?
CC(OC(=O)c1nn(C)c(=O)c2ccccc12)C(=O)N(Cc1ccccc1)Cc1ccccc1 (stereo not drawn) | -6%
COC(=O)[C@@H](Cc1cccnc1)NC(=O)[C@H]1CN(C(C)=O)CCN1C(=O)N1CCOCC1 | ?
Other compounds follow.
SMILES | ALOX12 inh
Cc1noc(C)c1CC(=O)N1CCCC(c2nn(C)c(=O)n2C(C)C)C1 (stereo not drawn) | -2%
COC(=O)N1CCn2ncc(C(=O)NCc3ccc(Cl)nc3)c2C1 | 1%[6.33 µM]
CCCOc1cccc(C(=O)Nc2cccc3ccc(C)nc23)c1 | 6%
CNC(=O)[C@@H]1CN(C(=O)c2cccc(OC(F)(F)F)c2)C[C@H]1CO | 35%[activator]
CCn1c(C2CCCN(C(=O)c3nnn(Cc4ccccc4)c3C)C2)n[nH]c1=O (stereo not drawn) | 30%
Cc1ccc(C)c2c(=O)cc(CN3CCN(CCn4cncn4)CC3)[nH]c12 | -3%
CCNC(=O)c1ccc2c(c1)N(C(=O)c1ccc(F)cc1)CC2 | 18%
Cc1ncc2n1C(=O)N(C1CCN(Cc3ccsc3)CC1)C2 | 7%&6%[176 µM]
CCOc1ccc(C(=O)N2CCC(c3n[nH]c(=O)n3-c3ccccc3)CC2)cc1OCC | 26%
CC1(C)CC(=O)C2=C(C1)NC(Nc1nc3ccccc3o1)=NC2c1cccc(Cl)c1 (stereo not drawn) | 32%[activator]
CC1(CCCCN2CCOCC2)COc2ccc(C(=O)Nc3cccc(Cl)c3)cc2N1 (stereo not drawn) | -7%
O=C(Nc1ccccc1)N1CC[C@@]2(CCCN(C(=O)c3csnn3)C2)C1 | 6%[57.4 µM]
O=C(NCC1CCCO1)c1cc2n(n1)CC(c1ccc(Br)cc1)OC2 (stereo not drawn) | 33%[activator]
CC(C)c1ccc(CCNC(=O)/C=C/c2cccs2)cc1 | ?
Cc1cccc(-n2cc(CN3C[C@@H](NS(C)(=O)=O)[C@H](C(C)C)C3)cn2)c1 | 15%
CCNC(=O)c1cccnc1OC1CCN(Cc2ccccn2)C1 (stereo not drawn) | 52%[activator]
Cc1ccc2c(n1)N(C)[C@H](CO)CCN(Cc1ccncc1)C2 | 47%[activator][176 µM]
O=C(COC(=O)c1cc([N+](=O)[O-])ccc1Cl)Nc1ccc2c(c1)OC(F)(F)O2 | -1%
O=c1c2cnn(-c3ccc(F)cc3)c2ncn1CC(O)COc1ccc(Cl)cc1Cl (stereo not drawn) | ?
O=C(c1ccco1)N1CCC(c2n[nH]c(=O)n2Cc2ccc(F)cc2)CC1 | 3%
COc1ccccc1C(=O)N1CC(Oc2ccc(-c3nc(C)no3)cc2)C1 | 36%
Cn1c(Cl)nc2c1c(=O)n(Cc1ccc(Cl)cc1)c(=O)n2C | 12%
CCn1c(=O)c2ccnn2c2ccc(C(=O)NCc3ccc(N4CCOCC4)cc3)cc21 | 15%
COc1ccc(NC(=O)Cc2cc(OC)c(OC)c(OC)c2)cc1NS(C)(=O)=O | 9%
N#Cc1ccc(Cl)cc1NC(=S)NCCc1ccccc1 | 23%
Further compounds:
SMILES | ALOX12 inh
COc1ccc(CNC(=O)c2cc(C)nc3onc(C)c23)cc1 | -20%
COC(=O)Cc1nnn2c1[C@H](C)[C@H](C(C)(C)C)OCC2 | 4%
CN(c1ncccc1CNC(=O)CN1CCCC1=O)C1CCCCC1 | 6%
C#CCN1CCC(C(=O)NCCNC(=O)C2CC2)CC1 | -37%
Cc1nn(CC(=O)N2CCN(C(=O)CC(C)C)CC2)c(=O)c2ccccc12 | ?
O=C(NCc1ccccc1)N1Cc2[nH]cnc2C[C@H]1c1nc(-c2ccc3c(c2)OCO3)no1 | 63%[activator]
COc1ccc(-c2cc3nc4c(c(=O)n3[nH]2)CN(C(=O)CN(C)S(=O)(=O)c2cnc[nH]2)CC4)cc1 | 4%
Cc1ccc(-c2noc([C@@H]3CCCN3C(=O)c3ccccn3)n2)cc1 | 39%[activator]
COCC(=O)N1CCOC[C@H](Oc2ccc(C(F)(F)F)cc2)C1 | 37%[activator][176 µM]
O=C(Cn1nc2c(cc1=O)CCCC2)NCCCN1CCOCC1 | 36%
Cc1ccc(N2C(=O)c3cccnc3C2Nc2ccc(F)cc2C)cc1 (stereo not drawn) | ?
Cc1ccccc1Nc1cnc2ccc(-c3cccc(CO)c3)nn12 | ?
Cc1ccccc1CC(=O)Nc1ccccc1NS(C)(=O)=O | -28%
O=C(NC1CCCCC1)C1CN(S(=O)(=O)c2ccccc2F)CC12CCOCC2 (stereo not drawn) | 62%[activator]
O=C(O)C(Cc1ccc2c(c1)oc1ccccc12)NCP(=O)(O)O (stereo not drawn) | 0%
CCOc1cc(=O)n2c(c1C(=O)Nc1cccc(OC)c1)CCCCC2 | 12%
CCn1nc(C(=O)OCc2nc(-c3cccc(Br)c3)no2)c2ccccc2c1=O | 4%
C/C(=N\NC(=O)c1ccccc1)c1ccc2c3c(cccc13)CC2 | 27%
COc1ccc(NC(=O)Nc2ccc(C)n(CC(=O)N3CCCN(C)CC3)c2=O)cc1 | 1%
Cc1c(Cl)cccc1NC(=O)N1Cc2cccn2-c2ccccc21 | -38%
CN(Cc1cnccn1)C(=O)c1cc(COc2ccc3c(c2)OCO3)[nH]n1 | 23%
CNC(=O)CCn1ncc2cc(OC3CCc4cccc(-c5c(C)noc5C)c43)ccc21 (stereo not drawn) | -30%[176 µM]
C1=C(c2cc(-c3cccc(N4CCOCC4)c3)cn3cncc23)CCOC1 | 8%[176 µM]
CC(C)n1c(CN2CCOCC2)nc2c1c(=O)n(C)c(=O)n2C | 1%
CN(C)c1ccc(CN2CCOC[C@H]2c2ncc(-c3ccncc3)[nH]2)cc1 | 37%[176 µM]
The results go on:
SMILES | ALOX12 inh
O=C1NC(=NC2CCCC2)C2(CCN(Cc3ccsc3)C2)N1c1cc(F)cc(F)c1 (stereo not drawn) | 6%[6.33 µM]
COc1ccccc1-c1nc2nccc(-c3ccc4c(c3)OCCCO4)n2n1 | 28%
COc1cccc(OC(C)CCN2CCC(C(O)(c3ccccc3)c3ccccc3)CC2)c1 (stereo not drawn) | ?
Cn1nc(C(=O)OCc2nc(-c3ccc4c(c3)OCO4)no2)c2ccccc21 | -11%
Cc1ccc(-c2ocnc2C(=O)Nc2ccc(C(C)C)cc2)s1 | -4%
Cc1ccc2c(c1)N(CC(=O)N1[C@@H]3CC[C@H]1CNC(=O)C3)C(=O)CO2 | 25%
COc1cccc(Cn2c(=O)c(-c3ccc(Cl)cc3)nc3cnc(N4CCOCC4)nc32)c1 | ?
COCCN1CCC(=O)C(C)C1C (stereo not drawn) | 0%
Cc1ccccc1C(=O)N(C)Cc1cccn1C | 21%[176 µM]
N#C/C(=C\c1cccc(Br)c1)c1nc2ccccc2o1 | -23%
CC(=O)c1cc2c(cc1NC(=O)Cn1c(=O)n(C)c(=O)c3sccc31)OCO2 | -38%
O=S(=O)(CCN1CCCCC1)c1ccccc1 | -3%
Cc1cccc2[nH]c(CN(C)C(=O)c3ccc(CCC(C)(C)O)cc3)nc12 | 14%
CC[C@@H]1[C@@H](NC(=O)CCc2c(C)nc3ncnn3c2C)[C@@H]2CCO[C@H]12 | 43%[activator]
CCC(O)CNc1ccc(-c2nc(COC)no2)cn1 (stereo not drawn) | 13%
O=C1NC2(CCN(C(=O)c3ccccc3F)C2)OCc2ccccc21 (stereo not drawn) | 17%
CCn1c(SCC(=O)Nc2ccc(C(C)=O)cc2)nnc1-c1cc2ccccc2o1 | -1%
O=C1CCN(Cc2ccc(F)cc2F)CCOCCN1 | 46%[activator]
CCn1cc(S(=O)(=O)N2CCc3n[nH]c(=O)n3CC2)cn1 | 44%[activator]
COc1ccc(Nc2cc(C)nc3nc(-c4ccccc4)nn23)cc1 | -8%
COc1cccc2c1CCN=C2C[C@H]1CN(C(=O)C2CCC2)CC[C@H]1CC(=O)O | ?
CN(Cc1ccc(F)cc1)CC1CCCCC1 | 13%[176 µM]
O=C(Nc1ccccc1Cl)c1ccc2ccccc2n1 | ?
CC(C)CN1CC2(CCN(C(=O)c3cnccn3)CC2)C1 | 5%[57.4 µM]
CC(C)(C)CC(=O)C(C#N)C(=O)NCc1ccccc1 (stereo not drawn) | ?
(cont.)
SMILES | ALOX12 inh
O=C(/C=C/c1cc(Br)cc(Br)c1O)c1ccccc1 | ?
COc1cccc(C2C(C#N)=C(N)OC3=C2S(=O)(=O)N(C)c2ccccc23)c1OC (stereo not drawn) | -1%
COc1cc(C(=O)NC2CCCN(c3ncccn3)C2)cc(OC)c1OC (stereo not drawn) | 22%
Cc1ccc(O)c(C(=O)/C=C/c2ccccc2Cl)c1 | 25%
COC(=O)C1=CN(c2c(C)cc(C)cc2C)C(N)=C(C#N)C1c1cccc(F)c1 (stereo not drawn) | -19%
CCOc1ccc(NC(=O)NCc2nc(-c3ccc(C)cc3)oc2C)cc1 | -14%
Cc1nn(CCC#N)c(C)c1[C@@H]1C=C[C@@H](NC(=O)NC(C)C)C1 | ?
Cn1cc(-c2cccc(C(F)(F)F)c2)c2nc(CNc3ccccc3)cn2c1=O | -5%[176 µM]
CCn1c(SCC(=O)Nc2cccc(C(C)=O)c2)nnc1-c1cc2ccccc2o1 | 10%
COc1cccc(NC(=O)CN2C(=O)NC(c3ccccc3Cl)C3=C2COC3=O)c1 (stereo not drawn) | 1%
CCC1(C2CCN(C(=O)c3cc(F)ccc3F)CC2)NC(=O)N(CCc2scnc2C)C1=O (stereo not drawn) | 13%
COc1ccccc1N1CCN([C@H]2[C@@H]3OC[C@@H](O3)[C@@H](NCc3ccc(-c4ccccc4)cc3)[C@@H]2O)CC1 | -1%
C[C@H]1[C@@H]2[C@H]3OC(=O)[C@@H](C)[C@@H]3CC[C@@]2(C)CC[C@@H]1NC(=O)c1ccc(C#N)cc1 | -24%[176 µM]
O=C(Nc1ccccc1)c1cc2n(n1)CCN(C(=O)COc1ccccc1)C2 | 41%[activator]
CCn1cc(S(=O)(=O)N2CCC3(CCCN(CC4CC4)C3=O)C2)cn1 (stereo not drawn) | 33%[activator]
